High-throughput results (PubChem)
T cell HTS – modulators of CD8 T cell-vesicle binding, primary screen, mouse 2C CD8+ T cells, flow cytometry; 2C CD8+ T cell-vesicle binding; hits give low values; calls only at 7 µM; hit rate 0.068% among 330,000; AID 2052, 2009;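 active means response, share of CD8 T cells binding vesicles, and their 90th percentile fluorescence all below set limits, cut at about 80% in these data, passing the limit was not always enough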
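Material: 2C TCR transgenic mouse naive CD8+ T cells, MACS-purified. Also added: QL9-charged Drosophila Ld/ICAM-1/B7-1 vesicles. Timing: binding 1.5 h at 37 °C. Measured by: high-throughput flow cytometry with anti-B7-1 and anti-CD8 staining. Read-out: percent CD8+ FL2 mean versus row control. Controls: Unloaded micro-vesicles (low), QL9 vesicles with 0.7% DMSO (high).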
P. falciparum M17LAP – P. falciparum M17LAP inhibitors, primary screen, biochemical, fluorogenic H-Leu-NHMec substrate, 1536-well (AID 1619); inhibition, % at 30 µM, or IC50 in µM where a hit was titrated; recombinant M17LAP, H-Leu-NHMec fluorogenic kinetic assay; higher % means a stronger effect; hit rate 0.38% among 220,000; Leucine aminopeptidase (Plasmodium falciparum (isolate 3D7));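 active means compound inhibiting the enzyme by more than half at any dose during confirmatory dose-response retesting; inconclusive means strong single-dose inhibitors picked by rank but not retested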;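 further: plate controls were full reaction with DMSO carrier for no effect and no enzyme background for full effect; strong numbers were not always called active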
K1F lysis inhibition – inhibition of K1F phage lysis, E. coli UTI89, bacterial capsule biogenesis inhibitors, alamar blue (AID 488966) | hit rate 0.02% among 340,000 | one-dose inhibition, % at 100 µM; IC50 in µM for titrated hits | E. coli UTI89 K1F phage lysis, alamar blue, 2 h; higher % means a stronger effect;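 active means phage lysis inhibition, versus mean bacterial control, above a set limit; inconclusive means no clear call, values can overlap the other calls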;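 further: capsule biogenesis inhibitors block K1F phage lysis so surviving cells raise fluorescence; higher fluorescence means more inhibition of phage lysis; actives were called in the ten point dose series up to 300 µM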
RSV antiviral HEp-2 – RSV antiviral activity via CPE protection, HEp-2 cells, primary 10 µM value included (AID 2391) | HEp-2 cells, RSV-induced CPE inhibition; higher % means a stronger effect | CPE inhibition, % at 10 µM; hits with a dose series show IC50 in µM | hit rate 0.13% among 310,000; in the data active means a potency from the dose series; inconclusive means CPE inhibition mostly from about 23% at the one dose, without a potency; inactive means the rest, 99 in 100 with CPE inhibition below about 21%; further: strong numbers were not always called active
P. falciparum M1AAP – P. falciparum M1AAP inhibitors, biochemical, fluorogenic H-Leu-NHMec substrate, 1536-well (AID 1445). Aminopeptidase N (Plasmodium falciparum (isolate 3D7)). recombinant M1AAP, H-Leu-NHMec fluorogenic kinetic assay; higher % means a stronger effect. one-dose inhibition, % at 30 µM; IC50 in µM for titrated hits. hit rate 0.42% among 220,000;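 active means primary inhibition above the hit cutoff, then over 50% inhibition at one or more dose response concentrations, cut at about 23% in these data, passing the limit was not always enough; inconclusive means conflicting primary data, or primary hits not chosen for dose response; inactive means low primary inhibition, or under 50% at every dose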;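 further: plate controls were DMSO full reaction for no effect and no enzyme background for full effect; strong numbers were not always called active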
human PMI inhibition – inhibitors of human PMI, primary screen, biochemical, fluorescence intensity, coupled assay (AID 1209) | hit rate 0.42% among 190,000 | purified PMI enzyme, coupled fluorescence intensity; higher % means a stronger effect | Mannose-6-phosphate isomerase (Homo sapiens) | inhibition, % at 20 µM, or IC50 in µM where a hit was titrated;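 further: plate controls were DMSO vehicle for no effect and wells lacking substrate for full effect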
human PMI inhibitors – human PMI inhibitors, high substrate, primary screen, biochemical, fluorescence intensity, high mannose 6-phosphate (AID 1220) | recombinant PMI enzyme, coupled fluorescence intensity; higher % means a stronger effect | inhibition, % at 20 µM, or IC50 in µM where a hit was titrated | hit rate 0.66% among 190,000
TNAP activators – human TNAP enzyme activators, primary screen, biochemical, luminescent, no phosphate acceptor, uHTS (AID 1001) | purified TNAP, luminescent activation assay, no phosphate acceptor; higher activation fold means a stronger effect | hit rate 0.03% among 200,000 | Alkaline phosphatase, tissue-nonspecific isozyme (Homo sapiens) | activation fold at 20 µM, or EC50 in µM where a hit was titrated; in the data active means activation fold from about 3, or a potency from the dose series; inactive means the rest, 99 in 100 with activation fold below about 1.6; further: many of its hits are not listed in these tables
West Nile antiviral – West Nile virus antiviral activity, cell-based, CPE readout (AID 1621); hit rate 0.02% among 290,000; West Nile virus-infected cells, CPE inhibition; higher % means a stronger effect; one-dose CPE inhibition, % at 10 µM; IC50 in µM for titrated hits; in the data active means a potency from the dose series; inconclusive means CPE inhibition mostly from about 3.7% at the one dose, without a potency; inactive means the rest, 99 in 100 with CPE inhibition below about 2.2%; further: strong numbers were not always called active
T cell HTS vesicle-bound % – recorded beside T cell HTS, whose call it bears; double positive events, %; measured here: CD8+ vesicle-bound cell fraction;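 binding gate set so that unloaded-vesicle control wells show 10% double positive cells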
The depositor's hits bear a star; i = inactive; ? = inconclusive; · = not tested or not shown; [ ] = remark or other dose. Unless noted, no stated cut-off is given here; in the data, active means inhibition above about 50%; inactive means the rest. Rows are unselected, and some 1.5% of all compounds hit somewhere here.

SMILES	T cell HTS	T cell HTS vesicle-bound %	P. falciparum M17LAP	K1F lysis inhibition	RSV antiviral HEp-2	P. falciparum M1AAP	human PMI inhibition	human PMI inhibitors	TNAP activators	West Nile antiviral
COCCCNC(=O)COc1ccc(Br)cc1Cl	i	43	3%	?	3.5%	6%	-8%	-8%	1.1	-0.3%
CN1CCCN(Cc2ccccc2Br)CC1	i	60	·	0.0%	-0.7%	·	·	·	·	0.0%
CCC(=O)N1C(=O)CCN(C(C)=O)c2ccccc21	i	13	-8%	0.3%	1.2%	5%	-3%	-3%	1.1	0.0%
CCN1CCN(CC(=O)N2N=C(c3cccs3)CC2c2ccc(OC)c(OC)c2)C(=O)C1=O (stereo not drawn)	i	52	0%	0.0%	1.2%	2%	-8%	-10%	1.1	0.1%
COc1ccccc1CNC(=O)C1COc2ccccc2O1 (stereo not drawn)	i	19	8%	0.1%	-0.4%	7%	6%	5%	1.1	0.3%
CCOC(=O)N1C/C(=C\c2ccccc2)C(=O)/C(=C/c2ccccc2)C1	·	·	13%	-0.1%	·	6%	·	·	·	-0.5%
CC(C)C[C@H](NC(=O)c1[nH]cnc1C(=O)Nc1ccc(Cl)cc1)C(=O)OC(C)(C)C	i	24	6%	1.0%	-4.7%	-7%	·	·	·	1.3%
COc1ccc(OC)c(NC(=O)CCN2CC(C)OC(C)C2)c1 (stereo not drawn)	i	18	-2%	0.3%	1.2%	2%	-5%	-1%	1.2	0.0%
COc1cc(C(=O)Nc2ccc(Cl)c([N+](=O)[O-])c2)cc(OC)c1OC	i	56	1%	0.8%	-0.6%	4%	4%	14%	1.1	1.4%
CSc1ccccc1NC(=O)CN(C)CC(=O)Nc1c(F)cccc1F	i	17	11%	3.6%	-0.4%	0%	-9%	-19%	1.1	-0.6%
COc1cc(COc2ccc3c(C)c(Cc4ccccc4)c(=O)oc3c2)cc(OC)c1OC	i	9	-8%	2.5%	3.6%	-2%	16%	16%	1.1	0.3%
NS(=O)(=O)c1cccn1-c1ncc(C(F)(F)F)cc1Cl	i	42	-11%	2.7%	1.8%	0%	-12%	-17%	0.9	-0.3%
CCCCCCCCCCCCCCCC[n+]1ccc(C(N)=O)cc1	i	61	18%	-1.1%	-1.6%	20%	26%	-21%	0.8	?
COc1ccc(NC(=O)NN2CCOCC2)cc1OC	i	7	8%	-0.3%	-0.3%	7%	-7%	7%	1.1	0.1%
COCCN(C(C)=O)c1nnc(-c2ccccn2)s1	i	36	15%	1.7%	-0.1%	7%	-6%	0%	1.2	0.0%
CCN1CCN(CC(=O)Nc2ccc(Cl)c(S(=O)(=O)N(C)C)c2)CC1	i	2	-8%	-0.1%	-0.8%	4%	2%	1%	1.1	-0.7%
CCC(C)(C)NC(=O)COc1ccc(OCc2ccccc2)cc1	i	31	7%	0.2%	16%	2%	8%	12%	1	-2.2%
Cc1[nH]c2ccccc2c(=O)c1SC(F)(F)C(F)C(F)(F)F (stereo not drawn)	i	19	1%	4.7%	-0.6%	-1%	7%	-3%	1.1	-0.3%
CCN1C(=O)C(CC(=O)Nc2ccc(F)cc2)N(Cc2ccc3c(c2)OCO3)C1=S (stereo not drawn)	i	44	1%	1.9%	3.7%	9%	16%	12%	1	-1.7%
Cc1cc(C(=O)N2CCN(c3ccc(C(F)(F)F)cn3)CC2)c(C)o1	i	42	-10%	0.6%	·	0%	·	·	·	-1.3%
COc1ccc(Nc2nc(N)nc(CN3CCOCC3)n2)cc1	i	28	-6%	3.0%	0.9%	4%	10%	13%	1.1	-0.1%
O=C(CCN1C(=O)C2C3CC(C(Br)C3Br)C2C1=O)OCC(=O)c1ccccc1 (stereo not drawn)	i	29	-3%	0.6%[50 µM]	0.2%	-2%	21%	12%	1	0.2%
Cc1cc(OCC(=O)NC(C)c2ccccc2)ccc1[N+](=O)[O-] (stereo not drawn)	i	63	2%	0.0%	0.3%	1%	9%	10%	1.1	-0.8%
CCn1c(SCc2nc3sc(C(=O)O)c(C)c3c(=O)[nH]2)nc2ccccc21	i	28	-24%	4.6%	1.5%	1%	-50%	-85%	0.9	·
COc1ccc2c(c1)c(=O)oc1cc(OCC(=O)NC3CC3)ccc12	i	44	6%	1.4%	1.6%	4%	14%	11%	1.1	0.1%
Cc1ccc(OCCN2CCN(C(=O)CCC(=O)Nc3nnc(C(C)C)s3)CC2)cc1	i	36	14%	-0.2%	-1.4%	0%	-1%	-5%	1.1	0.4%
CN(c1ccc(OCC(=O)OCC(=O)Nc2c(F)c(F)c(F)c(F)c2F)cc1)S(=O)(=O)c1ccc(F)cc1	i	28	-16%	1.2%	0.6%	1%	21%	13%	1.2	0.5%
COC(=O)c1c(C)[nH]c(C(=O)C(C)OC(=O)C2=NNC(=O)CC2)c1C (stereo not drawn)	i	26	11%	0.2%	-3.8%	-1%	·	·	·	0.3%
COc1ccc(CC(=O)c2ccc(O)cc2O)cc1	i	30	10%	1.0%	4.9%	4%	·	·	·	0.5%
COc1ccccc1NS(=O)(=O)c1cc(NC(=O)Nc2cccc(C)c2)ccc1N1CCCCC1	i	44	-7%	1.0%[50 µM]	4.9%	6%	0%	3%	1.7	-1.4%
O=C(NC1CCCCC1)C(c1ccc(O)c(O)c1)N(C(=O)Cn1nnc2ccccc21)c1cccc(O)c1 (stereo not drawn)	i	41	12%	-1.2%	2.0%	3%	48%	21%	0.5	-0.4%
Cc1cc(Cl)ccc1Oc1ccccc1C(=O)CC#N	i	52	7%	-0.5%	2.0%	7%	3%	6%	1.1	-0.1%
CCN1C(=O)CSc2ccc(C(=O)NCc3ccco3)cc21	i	3	9%	1.7%	-1.5%	3%	0%	3%	1.2	-0.1%
Cc1ccc(NC2=CC(=O)CC(c3ccc(Cl)cc3)C2)cc1 (stereo not drawn)	i	26	0%	1.2%	2.2%	3%	0%	-2%	1.1	-0.8%
CC(C)CCN1C(Nc2ccccc2)=NC[C@@H]1CC(C)C	i	14	·	1.6%	0.8%	·	·	·	·	-1.6%
O=S(=O)(Nc1ccc(Br)cc1)c1cccc2cccnc12	i	16	·	0.2%	3.3%	·	·	·	·	-1.2%
CCOc1ccc(N(CC(=O)N/N=C/c2cc(Br)c(C)o2)S(C)(=O)=O)cc1	i	55	9%	-0.3%	-1.1%	1%	10%	15%	1	-0.5%
N#C/C(=C\c1cccc(Oc2ccc(C(F)(F)F)cc2[N+](=O)[O-])c1)c1nc2ccccc2[nH]1	i	15	2%	1.5%	19%	7%	-6%	-6%	1	-0.4%
CCCCNC(=O)C1CC(=O)N(CCC(C)C)C1 (stereo not drawn)	i	45	-3%	0.5%	0.4%	-3%	7%	1%	1.1	0.1%
CCCC(=O)N(c1ccc(OC)cc1)C1C=CS(=O)(=O)C1 (stereo not drawn)	i	50	-6%	0.2%	0.1%	-4%	0%	3%	1.1	-0.2%
Cc1nn(Cc2ccccc2)c(C)c1CCC(=O)O	i	46	-6%	-0.2%	1.8%	3%	6%	8%	1.1	0.0%
COc1ccc(-n2c(=S)[nH]c3cc(C(=O)N4CCN(c5ccccc5)CC4)ccc3c2=O)cc1	i	40	·	0.3%	4.4%	·	·	·	·	-0.3%
COc1cc2sc3ccc(C#Cc4ccc(N)cc4)cc3c(=O)c2cc1OC	i	17	·	2.0%	-0.8%	·	·	·	·	-0.1%
Cc1ccc(C)c(NCC(O)c2ccccc2)c1 (stereo not drawn)	i	38	-5%	-0.3%	-1.4%	0%	3%	9%	1.1	-0.8%
CCNC(=S)Nc1ccc(OC(F)(F)F)cc1	i	47	2%	0.2%	8.0%	6%	3%	-9%	0.9	0.1%
Cc1cccc(Cn2cnc3ccccc32)c1	i	52	-8%	5.9%	3.1%	7%	-8%	-4%	1.1	-0.6%
CS(=O)(=O)c1ccc2nc(NC(=O)c3ccc(Cl)cc3)sc2c1	i	46	·	0.0%	-1.5%	·	·	·	·	-0.9%
CC(=O)c1ccc(NC(=O)c2cnsn2)cc1	i	28	3%	0.3%	0.7%	1%	8%	8%	1.1	-0.6%
COc1ccc(CCNC(=O)N2c3ccccc3Sc3ccccc32)cc1	i	26	·	2.9%	7.9%	·	·	·	·	-0.4%
Cc1ccc(C(=O)Nc2ncc([N+](=O)[O-])s2)cc1	i	40	·	7.6%	15%	·	·	·	·	-2.0%
Nc1[nH]c2cc([N+](=O)[O-])ccc2c1-c1ccccn1	i	45	·	-1.7%	20%	·	·	·	·	1.2%
O=C(Nc1ccccc1)/C(=C1\CCCN1)[N+](=O)[O-]	i	54	0%	0.2%	1.7%	4%	-8%	-11%	1	0.2%
O=C(Nc1nc2c(F)cc(F)cc2s1)c1ccc([N+](=O)[O-])o1	i	21	·	-2.2%	6.7%	·	·	·	·	0.6%
Cc1cccc(NC(=O)c2ccc3c(c2)OCCO3)n1	i	44	·	-0.2%	0.3%	·	·	·	·	-0.1%
NS(=O)(=O)c1ccc(NC(=O)CCc2ccccc2)cc1	i	39	0%	3.0%	1.2%	6%	8%	3%	1.1	-0.4%
CCCCNc1ncnc2sc3c(c12)CCN(CCC)C3	i	20	·	-0.1%[50 µM]	0.9%	·	·	·	·	-1.8%
Cc1cccc(C)c1NC(=O)CSc1cc(C(=O)c2nccn2C)c2ccccc2n1	i	52	11%	2.0%	2.6%	4%	9%	13%	1.1	-1.4%
O=C(Cc1cnc2ncnn2c1)N1CCc2c([nH]c3ccccc23)C1c1ccccc1F (stereo not drawn)	i	24	-15%	-0.2%	3.6%	0%	13%	12%	1	?
Cn1nc(C(=O)Nc2ccccc2N2CCCC2)c2ccccc2c1=O	i	4	·	0.7%[50 µM]	6.5%	·	·	·	·	-0.2%
